TLR4-MyD88 BLA – blocks binding of human TLR4 to MyD88; inhibition, % at 8.4 µM; HeLa CL3-4 TLR4/MyD88 BLA complementation, FRET ratio; AID 861; 0.18% of 200,000 active; in the data active = inhibition above about 25%;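 note: 0% = vehicle and 100% = reference inhibitor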
Target sequence (O00206 whole entry, looked up): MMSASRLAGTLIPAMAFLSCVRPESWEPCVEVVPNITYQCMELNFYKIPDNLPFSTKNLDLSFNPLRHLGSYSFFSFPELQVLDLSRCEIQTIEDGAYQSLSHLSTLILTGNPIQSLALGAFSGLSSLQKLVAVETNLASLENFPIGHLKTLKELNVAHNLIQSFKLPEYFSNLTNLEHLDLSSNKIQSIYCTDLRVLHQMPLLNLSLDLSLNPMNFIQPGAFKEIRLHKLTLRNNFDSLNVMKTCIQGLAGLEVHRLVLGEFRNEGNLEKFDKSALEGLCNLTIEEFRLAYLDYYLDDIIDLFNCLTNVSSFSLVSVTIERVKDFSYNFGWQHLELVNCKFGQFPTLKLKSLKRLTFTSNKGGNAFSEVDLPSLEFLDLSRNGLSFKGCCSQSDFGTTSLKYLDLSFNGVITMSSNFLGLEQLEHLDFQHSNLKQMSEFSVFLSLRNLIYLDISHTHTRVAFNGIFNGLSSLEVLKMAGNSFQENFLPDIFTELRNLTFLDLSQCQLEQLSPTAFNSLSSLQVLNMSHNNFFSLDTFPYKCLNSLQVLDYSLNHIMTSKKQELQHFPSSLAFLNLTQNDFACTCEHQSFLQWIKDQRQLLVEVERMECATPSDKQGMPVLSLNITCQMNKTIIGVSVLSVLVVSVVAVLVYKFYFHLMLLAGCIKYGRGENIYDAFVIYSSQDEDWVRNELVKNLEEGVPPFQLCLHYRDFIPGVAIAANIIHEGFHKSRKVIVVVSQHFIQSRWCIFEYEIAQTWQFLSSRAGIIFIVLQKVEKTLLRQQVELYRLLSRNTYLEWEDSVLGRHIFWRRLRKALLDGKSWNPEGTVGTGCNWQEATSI
Target sequence (Q99836 whole entry, looked up): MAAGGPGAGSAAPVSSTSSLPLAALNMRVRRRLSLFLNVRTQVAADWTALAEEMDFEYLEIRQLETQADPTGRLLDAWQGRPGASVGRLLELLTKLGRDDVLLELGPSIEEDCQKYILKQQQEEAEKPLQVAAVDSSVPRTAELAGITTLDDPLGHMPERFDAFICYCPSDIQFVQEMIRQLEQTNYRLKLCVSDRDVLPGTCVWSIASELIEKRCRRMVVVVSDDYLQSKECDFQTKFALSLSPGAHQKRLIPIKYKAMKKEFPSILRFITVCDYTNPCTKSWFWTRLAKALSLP
G6PDH counter – L. mesenteroides G6PDH inhibition counter-screen; inhibition, % at 5 µM; AID 1020; 0.12% of 200,000 active; Purified L. mesenteroides G6PDH, diaphorase/resazurin coupled fluorescence, 45 min; in the data active = inhibition above about 50%
STAT3 inh – reduces IL-6 driven STAT3 reporter signal; 0.89% of 190,000 active; U3A cells, IL-6 STAT3-luciferase reporter, luminescence; host cell line lacks STAT1; inhibition, % at 5.5 µM;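 active = inhibition above the mean inhibition across all screened compounds plus 3 SD, cut at about 44% in these data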;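 note: 0% = DMSO only wells and 100% = 100 µM nifuroxazide control wells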
APP 5UTR inh – APP translation inhibition. SH-SY5Y APP 5'UTR-luciferase reporter, luminescence. inhibition, % at 2 µM. 0.82% of 190,000 active. AID 1285;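 active = inhibition above a set limit, derived from the sample mean plus 3 SD, cut at about 45% in these data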; note: values of inactives mirror those of a sister screen read the other way
Diaphorase act – diaphorase activation or chemical reduction counter-screen. AID 1229. activation factor at 20 µM. Diaphorase/resazurin coupled assay, resorufin fluorescence, 16 min; hits give high values; 1 = vehicle wells, 0 = NADH-free wells. 0.005% of 190,000 active;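 active = diaphorase activity raised at least twofold by the compound at 20 µM; inactive = activation factor below 2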
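Material: Clostridium kluyveri diaphorase, purified enzyme; Quantity: enzyme 0.07 U/mL final; Medium: HEPES pH 7.4 buffer with MgCl2 and Tween 20; Dosing: single compound dose of 20 µM, 1% DMSO final; Schedule: 16 min reaction at room temperature; Measured by: red resorufin fluorescence at 544/590 nm excitation/emission.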
Hsp70 act – Hsp70 transcriptional activation, primary screen; activation, % at 10 µM; 0.04% of 200,000 active; HeLa Hsp70 promoter luciferase reporter, luminescence; scaled: vehicle 0, proteasome-inhibitor control 100%;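 active = activation above the mean across all tested compounds plus 3 SD, cutoff set per campaign, cut at about 5.5% in these data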;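 note: 100% = MG132 at 30 µM as the positive control and 0% = DMSO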
STAT1 inh – STAT1 signaling inhibition; NIH 3T3 STAT1-luciferase reporter, IFN-gamma, luminescence; inhibition, % at 5.5 µM; 0.35% of 200,000 active;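 active = inhibition above a set limit, the mean inhibition across all tested compounds plus 3 SD, cut at about 34% in these data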;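 note: 0% = IFN-gamma with DMSO and 100% = IFN-gamma with 300 µM nifuroxazide; values of inactives mirror those of a sister screen read the other way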
STAT3 act – activators of IL-6 induced STAT3 signaling | activation (% of control), % at 5.6 µM | AID 871 | U3A cells, IL-6 STAT3-luciferase reporter, luminescence; 100% = signal with IL-6 EC80 alone | 0.91% of 190,000 active;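 active = activation above the screen-wide mean of compound activation plus 3 SD, cut at about 130% in these data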;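 note: 0% = background luminescence of wells with medium and substrate only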
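Material: human STAT1-deficient U3A cells with stable STAT3-luciferase reporter / Probe or stimulus: IL-6 stimulus at 33 ng/mL final / Schedule: 1 h compound pre-exposure, 6 h IL-6 stimulation, 37 °C / Technique: luminescence / Read-out basis: percent of IL-6-only median luminescence / Control set: IL-6-only high control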
STAT1 activator – increases IFN-gamma driven STAT1 reporter signal; NIH 3T3 STAT1-luciferase reporter, luminescence; 100% = IFN-gamma alone, no compound; activation (% of control), % at 5.5 µM; 2.6% of 200,000 active; AID 932;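 active = activation above the screen-wide mean activation plus 3 SD, cut at about 130% in these data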;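 note: raw ratio to IFN-gamma control signal so 100% means no change and 0% no light; values of inactives mirror those of a sister screen read the other way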
Diaph inh CS – inhibits diaphorase or chemically oxidizes, flagging diaphorase assay artifacts; inhibition, % at 20 µM; 0.69% of 190,000 active; diaphorase resazurin-to-resorufin fluorescence, NADH, 16 min; bacterial (C. kluyveri) enzyme, not human;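 active = primary screen inhibition at 20 µM above a set limit, cut at about 50% in these data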;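 note: plate controls were DMSO with full reaction for no effect and wells lacking NADH for full effect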
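Assay system: diaphorase enzyme from Clostridium kluyveri; Input: enzyme working solution with 0.14 U/mL diaphorase; Timing: 16 min at room temperature; Technique: resorufin fluorescence, excitation 544 nm, emission 590 nm; Benchmarks: positive control minus NADH, DMSO neutral control.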
* = called active by the depositor; . = no result given.

SMILES | TLR4-MyD88 BLA | G6PDH counter | STAT3 inh | APP 5UTR inh | Diaphorase act | Hsp70 act | STAT1 inh | STAT3 act | STAT1 activator | Diaph inh CS
CCOc1ccc(C(=O)CC(Sc2ccc(C)cc2)C(=O)O)cc1 (centres undefined) | -11 | 8 | -2 | -8 | 0.9 | -0.1 | 4 | 109 | 96 | 13
COc1ccc(C(=O)Nc2sc(C)c(-c3ccccc3)c2C#N)cc1OC | 1 | 0 | 4 | -28 | 0.8 | -0.1 | -7 | 100 | 107 | 16
CCC(C)(C)NC(=O)C(c1ccncc1)N(Cc1ccc(C)cc1)C(=O)c1csnn1 (centres undefined) | -12 | 9 | 7 | -29 | 0.9 | -0.3 | 6 | 97 | 94 | 13
CCC(C(=O)NCc1ccco1)n1nc(-c2ccc(OC)cc2)ccc1=O (centres undefined) | 2 | 7 | -9 | 13 | 0.8 | -0.1 | 1 | 111 | 99 | 16
COc1cc(/C=C/C(=O)O)cc(S(=O)(=O)N(C)CCO)c1OC | -1 | 16 | 11 | -27 | 1 | -0.2 | 9 | 99 | 84 | -4
Fc1cnc(N2CCc3ccccc32)nc1N1CCc2ccccc21 | -3 | 19 | -28 | -20 | 0.9 | -0.2 | 7 | 130 | 93 | 9
Cc1nc2ccc(S(=O)(=O)NCC(=O)N3CCC(C)CC3)cc2s1 | 5 | 4 | 5 | 6 | 0.9 | -0.1 | 0 | 97 | 100 | 8
COn1c(-c2ccc(Cl)cc2)nc2ccc(Cl)cc21 | -16 | -1 | 13 | . | 0.9 | -0.4 | -17 | 95 | 116 | 10
COc1ccc2nc(NC(=O)CSc3ccccc3)sc2c1 | -5 | 3 | 18 | -8 | 0.9 | 0.0 | -13 | 91 | 112 | 8
CC(C)(C)c1ccc(C(=O)N/C(=C\c2ccco2)C(=O)O)cc1 | -3 | 4 | 0 | -18 | 1 | -0.2 | -2 | 102 | 102 | 2
CCC(C)(C)NC(=O)C(c1ccc(OC)cc1)N(Cc1ccco1)C(=O)CCC(=O)Nc1cc(C)on1 (centres undefined) | 3 | -2 | 3 | -2 | 1 | -0.4 | 3 | 99 | 98 | 2
COC(=O)C1CCN(C(=O)/C=C/c2ccccc2)CC1 | 0 | 6 | -10 | -80 | 1 | -0.2 | -25 | 113 | 122 | 0
Cc1ccc(NC(=S)NC(=O)/C=C/c2ccco2)c(O)c1 | -4 | 1 | 8 | -26 | 0.7 | 0.3 | -7 | 97 | 103 | 33
FC(F)(F)c1ccc(N2CCOCC2)c(NC2=NCCCCC2)c1 | -14 | 2 | 8 | 0 | 0.9 | -0.2 | 1 | 102 | 99 | 8
O=C(Nc1nc(-c2ccccc2)ns1)c1cccs1 | -6 | 1 | 12 | -49 | 0.8 | -0.1 | -28 | 95 | 125 | 20
COc1ccc(C(=O)NCCC2=CCCCC2)cc1[N+](=O)[O-] | 6 | 22 | 6 | -20 | 0.9 | -0.4 | -18 | 99 | 114 | 5
CC(C)C(=O)N1CCN(c2ccc(NC(=O)c3ccc([N+](=O)[O-])o3)cc2)CC1 | 1 | 18 | 13 | 57* | 0.9 | 0.7 | -46 | 95 | 141* | 7
COC(=O)c1nnn(-c2nonc2N)c1CSc1nnc(C)s1 | 10 | 2 | 8 | -18 | 0.9 | -0.2 | -2 | 97 | 101 | 15
CN(C)c1cccc(N=C2C=C(N3CCOCC3)CC(C)(C)C2)c1 | -2 | -1 | 2 | 31 | 0.9 | -0.4 | 6 | 100 | 94 | 9
COc1ccc(Cl)cc1NC(=O)CN1CCCC1 | 7 | 4 | 2 | 13 | 0.9 | -0.2 | 6 | 103 | 96 | 10
COC(=O)c1cc(OC)c(OC)cc1NC(=O)C1CCC(=O)N1S(=O)(=O)c1ccc(C)cc1 (centres undefined) | -12 | -8 | 6 | -14 | 0.9 | -0.1 | 5 | 98 | 96 | 7
O=C(CSc1ccsc1[N+](=O)[O-])NCc1ccccc1 | -21 | 11 | -39 | -15 | 0.9 | -0.2 | -13 | 135* | 112 | 6
ClCC1NCC(c2ccccc2Cl)c2c1[nH]c1ccccc21 (centres undefined) | 7 | 1 | -18 | -5 | 1 | 0.0 | 6 | 116 | 93 | 2
CCOC(=O)c1ccc(N=C2S/C(=C\c3cc(C)n(-c4cccnc4)c3C)C(=O)N2C)cc1 | 14 | 3 | -5 | 17 | 1.1 | -0.3 | -2 | 107 | 102 | -6
Cc1ccc(C(=O)/C=C/c2ccccc2)o1 | 11 | -2 | 19 | -10 | 0.9 | -0.2 | 13 | 89 | 88 | 10
The list continues:
SMILES | TLR4-MyD88 BLA | G6PDH counter | STAT3 inh | APP 5UTR inh | Diaphorase act | Hsp70 act | STAT1 inh | STAT3 act | STAT1 activator | Diaph inh CS
S=c1[nH]cnc2scc(-c3ccccc3)c12 | 10 | -14 | 11 | 16 | 0.4 | 0.0 | 7 | 89 | 94 | 64*
Cc1cc(C)n(Cc2cc(C(=O)O)c3ccccc3n2)n1 | 8 | 3 | 1 | -10 | 0.9 | -0.4 | 3 | 102 | 96 | 5
COc1ccc(C2Nc3ccccc3C(=O)N2Cc2ccccc2)cc1COc1ccccn1 (centres undefined) | -12 | 4 | 8 | -3 | 1.1 | -0.1 | 0 | 102 | 100 | -7
Cc1ccc(Nc2ncnc3c2cnn3C)cc1 | -7 | 20 | 19 | -18 | 0.9 | 0.1 | -21 | 87 | 118 | 13
O=C(COCc1nc2ccccc2c(=O)[nH]1)NC1CCCC1 | 2 | 4 | 5 | -9 | 1 | 0.1 | -13 | 98 | 112 | 2
CC(C)c1cc(Nc2cccc(O)c2)cc(C(C)C)c1O | -7 | 12 | -6 | -11 | 0.6 | 0.0 | -1 | 110 | 101 | 45
Cc1cc(C(=O)N/N=C/c2ccc(O)c([N+](=O)[O-])c2)c(C)n1-c1ccc(F)cc1 | -5 | -16 | -9 | -3 | 0.9 | -0.2 | -16 | 108 | 115 | 14
CC(=O)N1SC(N)=NC1c1ccccc1 (centres undefined) | 3 | 2 | 4 | -2 | 0.9 | 0.1 | -5 | 100 | 105 | 12
Cn1cnnc1SCC(=O)N1CCC(Cc2ccccc2)CC1 | -6 | 2 | 1 | -3 | 1 | -0.6 | -1 | 104 | 101 | 2
O=C(O)CC(Cc1ccc(Cl)cc1)C(=O)NCc1ccccc1 (centres undefined) | 6 | 2 | -2 | -15 | 0.9 | -0.4 | 8 | 102 | 93 | 9
COc1ccc(CCNC(=O)c2ccc3c(SCC(=O)O)c4c(nc3c2)CCCC4)cc1OC | -7 | 2 | 2 | 10 | 0.3 | -0.4 | -2 | 100 | 101 | 68*
CCCOc1ccc(C(=O)Nc2ccc(N(C)C)cc2)cc1 | -1 | 1 | 47* | -5 | 1 | -0.1 | -21 | 67 | 119 | 2
COc1ccc(-c2cc(C(F)(F)F)nc(S(=O)(=O)CCCC(=O)Nc3cccc(O)c3)n2)cc1OC | 12 | 2 | 9 | -12 | 0.9 | 0.1 | 38* | 102 | 64 | 5
Cc1nc(CSc2nnc(C)s2)cs1 | -6 | 7 | 5 | -2 | 0.9 | -0.2 | 0 | 99 | 100 | 9
Cc1ccc(C(=O)OCC(=O)NCc2ccc3c(c2)OCO3)s1 | -9 | 7 | 11 | -16 | 1 | -0.3 | 1 | 97 | 99 | 2
CCC(CC)n1[nH]c(=O)cc1N | 10 | -4 | 5 | 19 | 0.9 | -0.1 | -1 | 99 | 105 | 6
O=C(NC1CC1)c1ccc2c(c1)NC(=O)c1ccccc1S2 | -3 | -2 | 10 | 21 | 0.9 | -0.2 | -1 | 99 | 101 | 8
Cc1nnc(SCC(=O)Nc2ccc(S(=O)(=O)N3CCCCC3)cc2)s1 | 15 | 7 | 6 | 1 | 1 | -0.2 | 2 | 98 | 98 | 2
CC(C)C(=O)NC(=S)Nc1ccc(S(=O)(=O)N2CCN(C)CC2)cc1 | -5 | 10 | -10 | -1 | 1 | 0.1 | -10 | 106 | 108 | 2

By substructure, those above containing a halogen
SMILES | TLR4-MyD88 BLA | G6PDH counter | STAT3 inh | APP 5UTR inh | Diaphorase act | Hsp70 act | STAT1 inh | STAT3 act | STAT1 activator | Diaph inh CS
Fc1cnc(N2CCc3ccccc32)nc1N1CCc2ccccc21 | -3 | 19 | -28 | -20 | 0.9 | -0.2 | 7 | 130 | 93 | 9
COn1c(-c2ccc(Cl)cc2)nc2ccc(Cl)cc21 | -16 | -1 | 13 | . | 0.9 | -0.4 | -17 | 95 | 116 | 10
FC(F)(F)c1ccc(N2CCOCC2)c(NC2=NCCCCC2)c1 | -14 | 2 | 8 | 0 | 0.9 | -0.2 | 1 | 102 | 99 | 8
COc1ccc(Cl)cc1NC(=O)CN1CCCC1 | 7 | 4 | 2 | 13 | 0.9 | -0.2 | 6 | 103 | 96 | 10
ClCC1NCC(c2ccccc2Cl)c2c1[nH]c1ccccc21 (centres undefined) | 7 | 1 | -18 | -5 | 1 | 0.0 | 6 | 116 | 93 | 2
Cc1cc(C(=O)N/N=C/c2ccc(O)c([N+](=O)[O-])c2)c(C)n1-c1ccc(F)cc1 | -5 | -16 | -9 | -3 | 0.9 | -0.2 | -16 | 108 | 115 | 14
O=C(O)CC(Cc1ccc(Cl)cc1)C(=O)NCc1ccccc1 (centres undefined) | 6 | 2 | -2 | -15 | 0.9 | -0.4 | 8 | 102 | 93 | 9
COc1ccc(-c2cc(C(F)(F)F)nc(S(=O)(=O)CCCC(=O)Nc3cccc(O)c3)n2)cc1OC | 12 | 2 | 9 | -12 | 0.9 | 0.1 | 38* | 102 | 64 | 5

Exported in markdown: entries from further up
| SMILES | TLR4-MyD88 BLA | G6PDH counter | STAT3 inh | APP 5UTR inh | Diaphorase act | Hsp70 act | STAT1 inh | STAT3 act | STAT1 activator | Diaph inh CS |
| --- | --- | --- | --- | --- | --- | --- | --- | --- | --- | --- |
| CCC(CC)n1[nH]c(=O)cc1N | 10 | -4 | 5 | 19 | 0.9 | -0.1 | -1 | 99 | 105 | 6 |
| O=C(NC1CC1)c1ccc2c(c1)NC(=O)c1ccccc1S2 | -3 | -2 | 10 | 21 | 0.9 | -0.2 | -1 | 99 | 101 | 8 |

No enrichment for hits (roughly 6.1% active in at least one column).
